Rac1 GTP hydrolysis – MgcRacGAP GTPase-activating activity inhibitors, confirmation, biochemical, ADP Hunter fluorescence; Rac GTPase-activating protein 1 (Homo sapiens); inhibition, % at 30 µM; hits with a dose series show IC50 in µM; 340,000 tested, 0.6% active; MgcRacGAP-stimulated Rac1 GTP hydrolysis, ADP Hunter fluorescence; higher % means a stronger effect; GST-tagged Rac1 F28L mutant substrate;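 active means first-screen hits whose inhibition reached a set limit at any dose in the follow-up dose series; inconclusive means inhibition above the set first-screen limit but never retested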;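 further: fluorescence reports GDP produced by GAP-driven GTP hydrolysis; strong numbers were not always called active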
ER stress rescue – rescue of cells from ER stress-induced death, primary screen, 384-well, CSM14.1, thapsigargin, ATP luminescence (AID 1222). CSM14.1 thapsigargin-induced death rescue, ATP luminescence; higher % means a stronger effect. cellular ATP content (survival), % at 20 µM; hits with a dose series show EC50 in µM. 190,000 tested, under 10 active;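 active means EC50 below 50 µM in the dose-response confirmation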;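 further: death triggered by thapsigargin at about 15 µM added after 2 h compound pretreatment; cell ATP read after overnight thapsigargin exposure of roughly 18 to 22 hours; normalized against plate controls of thapsigargin alone and 5% DMSO vehicle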
SV40 large T antigen – SV40 large T antigen inhibitors, biochemical (AID 1903). SV40 large T antigen ATPase/helicase inhibition assay; higher % means a stronger effect. 310,000 tested, 0.39% active. inhibition, % at 20 µM, or IC50 in µM where a hit was titrated; in the data active means a potency from the dose series; inconclusive means inhibition mostly from about 32% at the one dose, without a potency; inactive means the rest, 99 in 100 with inhibition below about 32%; further: strong numbers were not always called active
Dengue-2 NS5 capping – Dengue-2 NS5 methyltransferase inhibitors, primary screen, biochemical, confirmation dose response (AID 588689) | Dengue-2 NS5 methyltransferase capping enzyme assay, biochemical; higher % means a stronger effect | one-dose inhibition, % at 25 µM; IC50 in µM for titrated hits | 340,000 tested, 0.3% active; in the data active means a potency from the dose series; inconclusive means inhibition above about 29% without an active follow-up result
PhoP inhibition – inhibitors of PhoP regulon expression, primary screen, Salmonella Typhimurium, GFP reporter (AID 1863); 300,000 tested, 0.16% active; one-dose inhibition, % at 50 µM; IC50 in µM for titrated hits; S. Typhimurium PhoP-regulated promoter GFP reporter, 4 h; higher % means a stronger effect;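 active means inhibition over 29.93%, a cutoff 3 SD above the screen mean, later confirmed by dose response; inconclusive means inhibition over 29.93% but no dose response follow-up; inactive means inhibition at most 29.93% or unconfirmed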;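 further: 0% = low Mg2+ inducing control and 100% = high Mg2+ repressing control; strong numbers were not always called active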
LYP inhibition – inhibitors of LYP phosphatase, biochemical, fluorescence intensity, uHTS (AID 1779). Tyrosine-protein phosphatase non-receptor type 22 (Homo sapiens). recombinant LYP phosphatase, fluorescence intensity; higher % means a stronger effect. inhibition, % at 11.5 µM, or IC50 in µM where a hit was titrated. 290,000 tested, 0.054% active; in the data active means inhibition above about 50%;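 further: plate controls were vehicle with enzyme for no effect and no enzyme for full effect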
RSV antiviral HEp-2 – RSV antiviral activity via CPE protection, HEp-2 cells, primary 10 µM value included (AID 2391) | 310,000 tested, 0.13% active | HEp-2 cells, RSV-induced CPE inhibition; higher % means a stronger effect | CPE inhibition, % at 10 µM; hits with a dose series show IC50 in µM; in the data active means a potency from the dose series; inconclusive means CPE inhibition mostly from about 23% at the one dose, without a potency; inactive means the rest, 99 in 100 with CPE inhibition below about 21%; further: strong numbers were not always called active
GPR35 arrestin U2OS – GPR35 antagonists blocking zaprinast-driven arrestin recruitment, primary screen, imaging, U2OS, beta-arrestin-GFP, zaprinast agonist (AID 2058). inhibition, % at 10 µM; hits with a dose series show IC50 in µM. G-protein coupled receptor 35 (Homo sapiens). U2OS GPR35 beta-arrestin-GFP translocation imaging, zaprinast antagonism; higher % means a stronger effect. 290,000 tested, 0.052% active;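 active means inhibition of at least 50% with at least 30 cells and total cytoplasm GFP at most 10,000,000; inconclusive means under 30 cells or total GFP of 10,000,000 plus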
West Nile antiviral – West Nile virus antiviral activity, cell-based, CPE readout (AID 1621); 290,000 tested, 0.02% active; West Nile virus-infected cells, CPE inhibition; higher % means a stronger effect; CPE inhibition, % at 10 µM; hits with a dose series show IC50 in µM; in the data active means a potency from the dose series; inconclusive means CPE inhibition mostly from about 3.7% at the one dose, without a potency; inactive means the rest, 99 in 100 with CPE inhibition below about 2.2%; further: strong numbers were not always called active
The depositor's hits bear a star; ? = inconclusive; . = no result given. No enrichment for hits, and some 1.5% of all compounds hit somewhere here.

Letter code: A = Rac1 GTP hydrolysis; B = ER stress rescue; C = SV40 large T antigen; D = Dengue-2 NS5 capping; E = PhoP inhibition; F = LYP inhibition; G = RSV antiviral HEp-2; H = GPR35 arrestin U2OS; I = West Nile antiviral
CCn1cc(C(=O)NCCc2ccccc2)c(=O)c2cc(S(=O)(=O)N3CCCC3)ccc21
  A: 6%; B: -0.5%; C: 2%; D: -14%; E: 10%; F: -1%; G: 5.7%; H: -24%; I: .

Cc1c(Cl)cccc1-c1ccc(/C=N/n2cnnc2)o1
  A: 6%; B: -0.1%; C: 2%; D: 5%; E: -9%; F: -1%; G: -3.9%; H: 1%; I: -0.2%

CCc1nnc(NC(=O)CCC(=O)O)s1
  A: 7%; B: -0.5%; C: 3%; D: -2%; E: 10%; F: -10%; G: 1.0%; H: 1%; I: 0.3%

C=CCn1c(=O)c2ccccc2n2c(SCC(C)=O)nnc12
  A: 8%; B: .; C: 6%; D: -10%; E: -3%; F: -6%; G: 1.8%; H: 1%; I: -0.5%

CC(=O)c1cccc(NC(=O)COc2ccc(S(=O)(=O)N3CCOCC3)cc2)c1
  A: 7%; B: .; C: 18%; D: 1%; E: 2%; F: -6%; G: 1.7%; H: 3%; I: 0.1%

Fc1ccc(CSc2nnc(-c3cccnc3)n2Cc2ccco2)cc1
  A: 6%; B: 2.0%; C: -1%; D: -10%; E: -5%; F: -2%; G: 2.0%; H: -2%; I: -0.4%

COc1cc(N(C(=O)Cc2cccs2)C(C(=O)NC2CCCCC2)c2ccc(C)cc2)ccc1-n1cnnn1 (stereo not drawn)
  A: 3%; B: -1.2%; C: 5%; D: -4%; E: 0%; F: -6%; G: 2.6%; H: 2%; I: ?

Cc1noc(C)c1CSCC(=O)N(C)CC(=O)Nc1ccccc1Cl
  A: 7%; B: .; C: 5%; D: 0%; E: -2%; F: -5%; G: 0.3%; H: 4%; I: -0.6%

COc1ccc(Nc2ncc(C(=O)N3CCC(C(N)=O)CC3)c3ccccc23)cc1
  A: 7%; B: -1.6%; C: 5%; D: -3%; E: -8%; F: -9%; G: 0.6%; H: 21%; I: 0.3%

CC(OC(=O)c1ccc(S(=O)(=O)N(C)c2ccccc2)cc1)C(=O)NCCC1=CCCCC1 (stereo not drawn)
  A: 0%; B: -3.8%; C: 5%; D: -5%; E: -13%; F: 6%; G: 13%; H: -6%; I: 0.5%

CCC(C)NC(=O)CNS(=O)(=O)c1ccc(C)cc1 (stereo not drawn)
  A: 4%; B: -1.2%; C: 8%; D: 3%; E: 4%; F: -4%; G: -0.4%; H: 23%; I: 0.2%

COc1ccccc1CNC(=S)Nc1ccc2nc(N3CCN(C)CC3)cc(C)c2c1
  A: 17%; B: -3.3%; C: 17%; D: -10%; E: -11%; F: -7%; G: 18%; H: 16%; I: 2.6%

CCCN1CCN(CCCNC(=O)CCNC(=O)Cn2ccc3ccccc3c2=O)CC1
  A: 1%; B: -1.7%; C: 3%; D: 0%; E: -4%; F: -8%; G: 0.7%; H: -1%; I: -0.4%

CCn1ncc(Br)c1C(=O)Nc1cc(C)on1
  A: 8%; B: .; C: .; D: -7%; E: .; F: -10%; G: .; H: -9%; I: 0.3%

O=C1CCC([N+](=O)[O-])C(c2ccccc2Br)N1 (stereo not drawn)
  A: 1%; B: .; C: 9%; D: -5%; E: 0%; F: -2%; G: 0.4%; H: 24%; I: -0.1%

CC(=O)N1CCN(S(=O)(=O)c2ccc(C)c([N+](=O)[O-])c2)C1C(C)C (stereo not drawn)
  A: 12%; B: -0.3%; C: 10%; D: 2%; E: -2%; F: -5%; G: 2.8%; H: 0%; I: -0.3%

O=C(O)c1ccc(COc2ccccc2/C=C2\NC(=O)N(Cc3ccc(F)cc3)C2=O)cc1
  A: 3%; B: -0.1%; C: 12%; D: 2%; E: 6%; F: 0%; G: 5.1%; H: -13%; I: -0.5%

CN(C)S(=O)(=O)c1cccc(NC(=O)COC(=O)CCOc2ccccc2)c1
  A: 11%; B: -2.0%; C: 5%; D: -10%; E: -7%; F: 1%; G: 0.0%; H: 8%; I: 0.2%

CCC(C(=O)NCCc1ccc(OC)cc1OC)n1nc(C)n2c(cc3occc32)c1=O (stereo not drawn)
  A: 10%; B: .; C: 11%; D: -5%; E: 2%; F: -6%; G: 1.8%; H: -11%; I: -0.1%

Cc1cc(C)cc(NC(=O)CSc2nnc(CNC(=O)c3cccs3)o2)c1
  A: 7%; B: 0.7%; C: 10%; D: -7%; E: -2%; F: 4%; G: 1.1%; H: -8%; I: 0.0%

CCC(C)NC(=O)c1cc(S(=O)(=O)N2CCCCC2)c[nH]1 (stereo not drawn)
  A: 0%; B: .; C: .; D: -2%; E: .; F: -7%; G: 2.4%; H: 2%; I: -0.5%

C/C(=N/NC(=O)c1sc(NS(=O)(=O)c2ccc(C)cc2)nc1C)c1sc(N)nc1C
  A: 1%; B: 0.6%; C: 14%; D: -1%; E: 5%; F: -3%; G: -1.4%; H: -4%; I: 1.3%

COc1ccc(-c2c(-c3ccc(O)cc3O)n[nH]c2C)cc1OC
  A: ?; B: -0.1%; C: 34µM*; D: -3%; E: 5%; F: -13%; G: -1.6%; H: -9%; I: 1.2%

Cc1ccc(NC(=S)NC2CCCCC2)cc1S(=O)(=O)N(C)C
  A: 1%; B: -1.7%; C: 3%; D: -5%; E: -6%; F: -1%; G: ?; H: -14%; I: 0.2%

CC(=O)N1CC2(c3ccccc3)CN(C(C)=O)CC(c3ccccc3)(C1)C2=O
  A: -12%; B: -0.8%; C: 5%; D: 5%; E: 3%; F: -3%; G: 1.6%; H: -4%; I: -0.2%

Entries of single compounds as entered above. Order of screens: Rac1 GTP hydrolysis	ER stress rescue	SV40 large T antigen	Dengue-2 NS5 capping	PhoP inhibition	LYP inhibition	RSV antiviral HEp-2	GPR35 arrestin U2OS	West Nile antiviral
Entry for O=C(O)c1ccc(COc2ccccc2/C=C2\NC(=O)N(Cc3ccc(F)cc3)C2=O)cc1 = 3%	-0.1%	12%	2%	6%	0%	5.1%	-13%	-0.5%
Entry for COc1ccccc1CNC(=S)Nc1ccc2nc(N3CCN(C)CC3)cc(C)c2c1 = 17%	-3.3%	17%	-10%	-11%	-7%	18%	16%	2.6%

Additional records
Letter code: A = Rac1 GTP hydrolysis; B = ER stress rescue; C = SV40 large T antigen; D = Dengue-2 NS5 capping; E = PhoP inhibition; F = LYP inhibition; G = RSV antiviral HEp-2; H = GPR35 arrestin U2OS; I = West Nile antiviral
CCCC(=O)N1CCN(c2nnc(-c3ccccc3)c3ccccc23)CC1
  A: 6%; B: .; C: 9%; D: -4%; E: -6%; F: -11%; G: 2.9%; H: 2%; I: -1.5%

COc1ccc(NC(=S)N(CCC(C)C)C2CCN(C(C)C)CC2)cc1
  A: 13%; B: .; C: 5%; D: 0%; E: 4%; F: -9%; G: -0.9%; H: -4%; I: -0.6%

COc1ccccc1NC(=O)c1ccc(Br)c(S(=O)(=O)N2CCCC2)c1
  A: 5%; B: .; C: 14%; D: -7%; E: 3%; F: -7%; G: ?; H: 8%; I: -0.1%

CC1CCC2(CC1)NC(CO)(CO)CO2 (stereo not drawn)
  A: 4%; B: -1.2%; C: 5%; D: -2%; E: -1%; F: 6%; G: 0.8%; H: 19%; I: -0.3%

O=C(CNC(=O)c1ccccc1)NC1(C(=O)NC2CCCCC2)CCCCC1
  A: 0%; B: -0.5%; C: 9%; D: -3%; E: 4%; F: 5%; G: 1.0%; H: 1%; I: 0.0%

COC(=O)c1ccccc1NC(=O)c1cccc(COc2ccccc2Cl)c1
  A: 7%; B: 0.4%; C: 0%; D: 2%; E: -5%; F: -5%; G: -0.4%; H: -5%; I: -0.3%

Cc1cc2occ(CC(=O)N(CCC(C)C)c3c(N)n(Cc4ccccc4)c(=O)[nH]c3=O)c2cc1C
  A: -3%; B: .; C: 18%; D: -4%; E: -1%; F: .; G: -0.8%; H: .; I: .

COc1cccc(CNC(=O)CCC(=O)N2CC(C)Oc3ccccc32)c1OC (stereo not drawn)
  A: 4%; B: .; C: 4%; D: -4%; E: .; F: 1%; G: 2.1%; H: 1%; I: -0.1%

CCCOc1ccc(CNC(=O)CCC(=O)n2ncc3cc(C)ccc32)cc1
  A: 12%; B: .; C: 8%; D: -3%; E: .; F: -9%; G: -0.1%; H: -1%; I: -0.3%

CCOC(=O)C1=C(Cn2cnc3ccccc32)NC(=O)NC1c1ccc(OC)cc1 (stereo not drawn)
  A: 4%; B: -1.3%; C: 22%; D: -3%; E: 16%; F: -10%; G: -1.1%; H: -7%; I: -0.3%

O=C(NCCCn1ccnc1)c1cc(-c2ccc(Br)cc2)on1
  A: 13%; B: 1.3%; C: 5%; D: 3%; E: 13%; F: -10%; G: 5.5%; H: 13%; I: -1.3%

O=[N+]([O-])c1ccc2nnn(O)c2c1
  A: 0%; B: -2.3%; C: 20%; D: 6%; E: 4%; F: -2%; G: 1.5%; H: -2%; I: 0.2%

Cc1ccc(SC(C)C(=O)Nc2ccc(S(=O)(=O)N3CCOCC3)cc2)cc1 (stereo not drawn)
  A: 0%; B: -2.1%; C: 9%; D: -5%; E: -5%; F: -9%; G: 7.1%; H: 13%; I: -0.3%

CS(=O)(=O)N(Cc1ccc(C(=O)NC2CCCCC2O)cc1)c1ccccc1 (stereo not drawn)
  A: 11%; B: 0.9%; C: 22%; D: 2%; E: -5%; F: -4%; G: 0.1%; H: 22%; I: 0.3%

CSc1ccccc1NC(=O)c1onc(C)c1Cl
  A: 15%; B: -0.8%; C: 1%; D: 1%; E: 10%; F: -7%; G: 0.1%; H: -3%; I: -0.2%

Cc1ccccc1OCCC(=O)OCC(=O)Nc1ccc2[nH]c(=O)[nH]c2c1
  A: 9%; B: .; C: 5%; D: -3%; E: 0%; F: .; G: -1.0%; H: .; I: .

COc1ccc(-c2cn3c(C)c(C(=O)N4CCN(c5ccccc5F)CC4)sc3n2)cc1
  A: 11%; B: .; C: 2%; D: -4%; E: .; F: -5%; G: 7.4%; H: 5%; I: -1.0%

CN(C)c1cccc(C(=O)N/N=C/c2ccoc2)c1
  A: 4%; B: .; C: 15%; D: -9%; E: .; F: .; G: 1.3%; H: .; I: .

O=C(CSc1n[nH]c(-c2ccc(S(=O)(=O)N3CCCCC3)cc2)n1)Nc1nccs1
  A: 9%; B: -2.7%; C: -1%; D: -6%; E: 3%; F: -3%; G: 4.5%; H: -1%; I: 0.8%

CCCn1ncc([C@@H]2C[C@H]3CN(Cc4cccc(Cl)c4)C(=O)[C@]34CCCN24)c1C
  A: 3%; B: 2.3%; C: 25%; D: -12%; E: -10%; F: -2%; G: -2.0%; H: 4%; I: -0.5%

Cc1cc(C)n2nc(-c3ccco3)nc2n1
  A: 0%; B: -1.1%; C: 12%; D: -1%; E: -3%; F: -12%; G: 1.1%; H: -17%; I: -0.1%

Screens deposited in PubChem by several laboratories.
